KB-V1 MDR tox = kills drug-selected multidrug resistant KB-V1 cells; KB-V1 MDR cells viability, CellTiter-Glo, 72 h; Potency, µM (series often up to 46.1 µM), for the others: at the highest dose activity change, negative = cytotoxicity, hits mostly cytotoxic; 400,000 tested, 3.4% active; AID 1347076; note: potency is the fitted concentration of half-maximal effect; % is set by controls: 0 for no effect and ±100 for the full control effect; nearly all actives have a fitted effect of over 60% in size
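Cytotoxicity toward P-gp-expressing KB-V1 cells was determined as loss of CellTiter-Glo luminescence after 72 h at 37 degrees C. Compounds were tested in quantitative HTS format across a concentration range, with curves fitted to normalized data.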
MCF10A rereplic = DNA re-replication induction in MCF 10a cells | MCF 10A DNA re-replication, Hoechst nuclear intensity, 48 h | Potency, µM (top dose mostly 46.1 µM), inactives show at the highest dose activity, positive = re-replication, actives largely listed as activators | 350,000 tested, 2.9% active; note: potency is the fitted concentration of half-maximal effect; % of control where 0% means no effect; nearly all actives have a fitted effect of over 50% in size
WRN inhibitor = blocks human WRN helicase | Q14191 | WRN helicase unwinding, fluorescent forked duplex, kinetic | Potency, µM (highest dose often 114 µM), without a hit: at the top dose activity change, negative = inhibition, hits mostly inhibitors | 360,000 tested, 0.46% active | AID 651768; note: potency is the fitted concentration of half-maximal effect; % is set by controls: 0 for no effect and ±100 for the full control effect; nearly all actives have a fitted effect of over 55% in size
Target sequence (Q14191 whole entry, looked up): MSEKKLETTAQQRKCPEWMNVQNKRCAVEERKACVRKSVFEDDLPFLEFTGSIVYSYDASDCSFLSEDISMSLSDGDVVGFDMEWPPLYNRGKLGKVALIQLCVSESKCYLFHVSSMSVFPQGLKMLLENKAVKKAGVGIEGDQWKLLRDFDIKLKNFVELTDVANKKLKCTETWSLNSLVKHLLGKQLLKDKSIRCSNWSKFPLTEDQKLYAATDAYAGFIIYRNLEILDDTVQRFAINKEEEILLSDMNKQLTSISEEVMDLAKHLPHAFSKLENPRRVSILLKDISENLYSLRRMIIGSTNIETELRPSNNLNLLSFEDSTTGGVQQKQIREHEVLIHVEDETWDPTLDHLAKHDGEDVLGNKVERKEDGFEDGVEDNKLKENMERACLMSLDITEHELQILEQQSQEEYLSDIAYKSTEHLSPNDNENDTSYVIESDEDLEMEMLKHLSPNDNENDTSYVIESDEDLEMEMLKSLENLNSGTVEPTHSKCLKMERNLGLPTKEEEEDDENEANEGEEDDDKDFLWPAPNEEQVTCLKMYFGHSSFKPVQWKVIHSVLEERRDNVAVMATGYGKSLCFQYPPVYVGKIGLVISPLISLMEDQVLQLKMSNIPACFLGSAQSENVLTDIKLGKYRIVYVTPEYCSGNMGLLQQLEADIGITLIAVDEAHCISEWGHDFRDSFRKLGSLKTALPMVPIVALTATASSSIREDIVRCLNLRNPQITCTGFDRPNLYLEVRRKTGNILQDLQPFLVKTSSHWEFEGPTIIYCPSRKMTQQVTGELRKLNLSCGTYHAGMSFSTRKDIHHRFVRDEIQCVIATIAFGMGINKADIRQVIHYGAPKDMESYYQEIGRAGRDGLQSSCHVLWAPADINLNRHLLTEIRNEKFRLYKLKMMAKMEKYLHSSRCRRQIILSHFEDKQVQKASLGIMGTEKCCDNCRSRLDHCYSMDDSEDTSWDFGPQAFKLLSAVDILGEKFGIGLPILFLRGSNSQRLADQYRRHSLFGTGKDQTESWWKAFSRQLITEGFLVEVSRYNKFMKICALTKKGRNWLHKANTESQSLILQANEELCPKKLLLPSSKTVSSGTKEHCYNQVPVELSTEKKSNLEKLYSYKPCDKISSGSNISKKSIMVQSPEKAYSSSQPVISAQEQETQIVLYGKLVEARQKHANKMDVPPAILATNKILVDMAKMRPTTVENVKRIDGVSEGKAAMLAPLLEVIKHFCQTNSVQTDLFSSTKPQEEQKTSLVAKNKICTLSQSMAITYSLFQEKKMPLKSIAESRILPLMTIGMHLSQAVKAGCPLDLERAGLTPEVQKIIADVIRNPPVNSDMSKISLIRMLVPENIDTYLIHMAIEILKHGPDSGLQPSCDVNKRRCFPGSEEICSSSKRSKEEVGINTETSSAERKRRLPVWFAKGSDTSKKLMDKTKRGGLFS
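Kinetic red-fluorescence monitoring (525/598 nm) tracks WRN helicase activity after 100 nM fluorophore-quencher forked duplex and 2 mM ATP are added to 20 nM enzyme pretreated 15 min at room temperature with compound.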
ATXN2 expr inh = ATXN2 expression inhibition | 360,000 tested, 0.72% active | HEK-293 ATXN2-luciferase reporter, luminescence, 24 h | Potency, µM (highest dose often 57 µM), without a hit: at the top dose activity change, negative = inhibition, hits mostly inhibitors | AID 1745845; note: potency is the fitted concentration of half-maximal effect; % is set by controls: 0 for no effect and ±100 for the full control effect; nearly all actives have a fitted effect of over 55% in size
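qHTS (up to 57 uM final) was run with 24 h compound exposure of reporter cells at 37 °C. Each well was multiplexed: SteadyGlo luminescence measured ATXN2-luciferase expression after a fluorogenic Gly-Phe-AFC viability readout (25 uM final).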
HT1080NT lethal = kills 2HG-producing HT-1080-NT fibrosarcoma cells | HT-1080-NT fibrosarcoma viability, CellTiter-Glo ATP luminescence, 48 h | Potency, µM (highest dose often 46.1 µM), for the others: top-dose activity, negative = less viability, hits mostly cytotoxic | 360,000 tested, 1.6% active;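 note: NT is the 2HG producing partner of a matched IDH1 knockdown line; potency is the fitted concentration of half-maximal effect; 0% = DMSO-treated cells and -100% = media-only wells without cells; nearly all actives have a fitted effect of over 55% in size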
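Viability of the 2HG-overproducing fibrosarcoma line after 48 hours of compound exposure at 37 degrees C was determined by luminescence with CellTiter-Glo, and concentration-effect curves were then fitted and categorized.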
SW480 rereplic = DNA re-replication induction in SW480 cells | SW480 DNA re-replication, Hoechst DNA content imaging, 48 h | AID 624297 | 340,000 tested, 1.8% active | Potency, µM (titrated, usually from 46.1 µM), without a hit: top-dose re-replication activation, hits mostly activators; note: potency is the fitted concentration of half-maximal effect; % of control where 0% means no effect; nearly all actives have a fitted effect of over 55% in size
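Readout is total intensity of Hoechst-stained nuclei, excited at 405 nm and collected at 500-530 nm. Compound treatment lasted 48 hr at 37 C in 5% CO2 before staining.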
KB-3-1 cytotox = KB-3-1 parental cell cytotoxicity | Potency, µM (doses to about 46.1 µM), inactives show top-dose activity change, negative = cytotoxic, usual class: cytotoxic | 400,000 tested, 1.4% active | KB-3-1 viability, CellTiter-Glo ATP luminescence, 72 h | AID 1347075; note: potency is the fitted concentration of half-maximal effect; % is set by controls: 0 for no effect and ±100 for the full control effect; nearly all actives have a fitted effect of over 60% in size
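72 h, 37 °C compound treatment of KB-3-1 parental cells; CellTiter-Glo added, 10 min, luminescence read. Data corrected against DMSO-only plates and normalized before curve fitting.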
HT1080 IDH1KD tx = kills HT-1080 cells with IDH1 knockdown; HT-1080 IDH1 knockdown viability, ATP luminescence, 48 h; Potency, µM (top dose mostly 46.1 µM), for the others: top-dose activity, negative = toxicity, actives largely listed as cytotoxic; AID 686971; 360,000 tested, 2% active;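 note: potency is the fitted concentration of half-maximal effect; 0% = DMSO wells and -100% = cell-free medium wells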
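Viability of IDH1-knockdown HT-1080 fibrosarcoma cells was assessed by CellTiter-Glo after 48 h at 37 °C with titrated compound; concentration-effect curves were classified by fit quality and response size.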
IL1B secr inh = inhibitors of inflammasome signaling (IL-1 beta secretion) | AID 743279 | 360,000 tested, 4.7% active | activity change, % at 57.5 µM | THP-1 LPS/ATP IL-1B secretion, AlphaLISA, 16 h; stronger effect = lower value; in the data active = activity change below about -50%; inconclusive = mostly about -30% to -49%; note: % is set by controls: 0 for no effect and ±100 for the full control effect
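Secreted IL-1B measured by AlphaLISA bead assay after 16 h compound exposure of THP-1 cells; compounds (final up to 57.5 uM) added 1 h before LPS (250 ng/mL) and ATP (1.25 mM) stimulation; lower signal means less secretion.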
An asterisk follows results filed as active; ? = inconclusive; . = no result given; & = joins results of further samples; [ ] = another dose, or the depositor's remark. Unless noted, calls come from the whole dose curve; as a rule, active = well fitted curve in the direction sought with a large enough effect; inconclusive = small, poorly fitted or top-dose-only effect, or another doubt; inactive = no such curve, though single readings can be large; an effect the other way counts as inactive or inconclusive. Outcome played no part in choosing rows; overall some 12% were active at least once.

Start of the data: the first 3 records as a preview:
SMILES | KB-V1 MDR tox | MCF10A rereplic | WRN inhibitor | ATXN2 expr inh | HT1080NT lethal | SW480 rereplic | KB-3-1 cytotox | HT1080 IDH1KD tx | IL1B secr inh
COc1ccccc1CCNC(=O)c1cnn2c(C(F)F)cc(C)nc12 | -2% | -8% | -5% | -13% | -1% | -9% | 7% | 6% | -2
CS(=O)(=O)N1CCCC(C(=O)N2CCc3ccccc3C2)C1 (configuration not stated) | -22% | 2.9µM* | -6% | 13% | -2% | 10µM* | -4% | -2% | 5
O=C(Nc1ncc2c(n1)-c1ccccc1CC2)c1ccc(F)cc1 | ? | -178%[0.0737 µM] | -10% | 1% | 4% | 4% | -1% | 7% | -19

The listing, previewed entries included:
SMILES | KB-V1 MDR tox | MCF10A rereplic | WRN inhibitor | ATXN2 expr inh | HT1080NT lethal | SW480 rereplic | KB-3-1 cytotox | HT1080 IDH1KD tx | IL1B secr inh
COc1ccccc1CCNC(=O)c1cnn2c(C(F)F)cc(C)nc12 | -2% | -8% | -5% | -13% | -1% | -9% | 7% | 6% | -2
CS(=O)(=O)N1CCCC(C(=O)N2CCc3ccccc3C2)C1 (configuration not stated) | -22% | 2.9µM* | -6% | 13% | -2% | 10µM* | -4% | -2% | 5
O=C(Nc1ncc2c(n1)-c1ccccc1CC2)c1ccc(F)cc1 | ? | -178%[0.0737 µM] | -10% | 1% | 4% | 4% | -1% | 7% | -19
CCOc1ccc(NC(=O)CN2CC(c3ccccc3)CC2=O)cc1 (configuration not stated) | -8% | -14% | -2% | 8% | 5% | 1% | 10% | 5% | -5
Cc1ccc(S(=O)(=O)N2[C@@H](c3cccc(C)c3)C(C(=O)O)=C[C@H]2CC2CCCC2)cc1 | 17% | -47%[inhibitor] | -4% | 14% | -1% | -2% | 2% | -3% | 16
COc1ccccc1C(=O)Nc1nnc(SCC(=O)Nc2ccc3c(c2)oc2ccccc23)s1 | 18µM* | 3% | ? | 39%[activator] | -13% | 0% | -11% | -7% | 33
CCN1C(=O)[C@H]2[C@@H](c3ccc(C)cc3)N3C(=O)N(c4ccc(C)cc4)C(=O)[C@@]3(Cc3ccccc3)[C@H]2C1=O | -17% | -2% | -13% | 9% | ? | -10% | -3% | 26% | -10
CCN1CC2([N+](=O)[O-])CC=C(OC)C([N+](=O)[O-])(C1)C2 (configuration not stated) | -1% | 1% | -9% | -17% | 12% | -1% | 4% | 17% | -1
O=C(Cn1nnc2ccccc2c1=O)NCCc1ccccc1 | ? | 4% | 6% | 6% | -1% | 6% | 8% | 2% | 9
O=C(O)CC(NC(=O)c1ccccc1NC(=O)c1ccccc1)C(=O)O (configuration not stated) | 0% | -5% | 0% | 0% | 6% | 1%[9.22 µM] | -3% | 0% | 0
Nc1cc(C(=O)OCC(=O)N2CCN(C(=O)COC(=O)c3ccc(Cl)c(N)c3)CC2)ccc1Cl | -2% | -1% | 15% | 4% | 8% | -7% | 12% | 9% | 6
CC(C)Oc1cccc(C(=O)NC(=S)Nc2cccc(NC(=O)c3ccccc3Cl)c2)c1 | -23% | -1% | -6%[57.1 µM] | 3% | 1% | 1% | -8% | 5% | 9
COc1ccc(Cc2nnc(NC(=O)Nc3ccccc3)s2)cc1OC | -3% | ? | -4% | ? | -24% | ? | 3% | ? | 79
O=C(COC(=O)c1ccccc1Cl)NCc1ccco1 | -15% | -3% | ? | 1% | -6% | -4% | 1% | -3% | 23
COc1ccc(C2CC(c3ccc(Br)cc3)Nc3nc(N)nn32)cc1 (configuration not stated) | -16% | -1% | 7% | -1% | -11% | -16% | -2% | -2% | -29
C=CCNc1nc(-c2cccs2)c(CC(=O)O)s1 | 20% | 24% | -10% | 0% | -13% | -6% | -4% | -3% | -1
CCn1c(CNC(=O)C(C)(C)C)nc2ccccc21 | 15% | 0% | 1% | -4% | 0% | -6% | 0% | 1% | -9
Cc1ccc(N2C(=O)N(CC(=O)NCc3ccccc3Cl)C(=O)C2C)cc1 (configuration not stated) | -23% | 2% | -11% | -1% | -14% | ? | -5% | 13% | -23
CC(C)c1ccc(CC(=O)N2CCC2(C)C(=O)NS(=O)(=O)c2ccc(F)cc2F)cc1 (configuration not stated) | 21% | . | 14% | -3% | 2% | . | 0% | 12% | 57
Cc1c(CCOC(=O)c2cc([N+](=O)[O-])cc([N+](=O)[O-])c2)sc[n+]1CC(=O)c1ccc(Br)cc1 | ? | 4% | ? | -13%[11.3 µM] | -1% | 19% | -28% | -21% | -97*
O=C(O)/C=C\C(=O)Nc1ccc(N2CCN(c3ccc(Cl)cc3)CC2)cc1 | 11% | -2% | 7% | -19% | -2% | -1% | -8% | -1% | -25
CCOC(=O)[C@H]1[C@H]2COc3ccc(OC)cc3[C@@H]2N2C(=O)CN(C)C(=O)[C@@]12C | ? | -1% | -4% | 1% | 0% | -6% | 21% | 0% | -8
Cc1ccc2c(COC(=O)CC3Sc4ccccc4NC3=O)cc(=O)oc2c1C (configuration not stated) | 17% | 0% | 1% | 7% | 6% | 1% | 14% | 12% | 25
CCCCC[C@@H](C)N1C[C@@H](COCc2ccccc2)Oc2cc(N3CCC[C@@H]3COC)ccc2S1(=O)=O | 1% | . | -4% | 30% | -28% | . | -5% | -15% | 56
CN(Cc1ccc(Cl)c(Cl)c1)C(=O)C1CC(=O)N(c2ccc3c(c2)OCCO3)C1 (configuration not stated) | 2% | . | -8% | . | 3% | . | -9% | 2% | -22
COc1cc(OC)c2c(-c3ccccc3)cc(=O)oc2c1C(CC(=O)N1CCOCC1)c1ccc2c(c1)OCO2 (configuration not stated) | -5% | -4% | -7% | -8% | -4% | -7% | -2% | -3% | -3
S=c1[nH]c2cnc(Cl)nc2[nH]1 | 2% | 2% | ? | 8% | 8% | -6% | ? | 7% | 5
CCN1C(=O)CS/C1=N\S(=O)(=O)c1ccc(C)cc1 | 5% | 0% | 0% | -3% | 12% | -1% | 3% | 10% | 4
CCOC(=O)c1c(C)oc(NC(=O)COc2ccc(Cl)cc2C)c1C#N | 3% | ? | -21% | -1% | 12% | -1% | 18% | 11% | 21
CCCCNC(=S)Nc1ccccc1Cc1ccccc1 | ? | -1% | -4% | -27% | -5% | 0% | ? | -12% | -13
COc1ccc(-c2cc(N)n(S(=O)(=O)c3c(F)c(F)c(F)c(F)c3F)n2)cc1OC | 9.2µM* | ? | ? | 7.9µM* | 7.1µM* | ? | 10µM* | 4µM* | -87*
CN1C(=O)C(O)(CC(=O)c2ccc(F)cc2)c2cc(Br)ccc21 (configuration not stated) | -24% | ? | -2% | -8% | ? | ? | 26µM* | -2% | 36
CC1CC(C)CN(C(=O)C(C)N(C)CC(=O)Nc2ccc(Cl)cc2)C1 (configuration not stated) | -7% | 15% | -4% | 4% | -22% | 5% | -29% | -9% | 0
O=C(O)CCSCc1ccccc1F | 3% | 0% | -8% | 0% | 9% | 1% | ? | 20% | -8
CCOC(=O)CSc1nnc([C@H](C)NC(=O)OC(C)(C)C)o1 | 1% | -3% | -2% | -4% | 14% | -6% | 8% | 14% | 30
CCN(C[C@H]1N[C@@](C)(C(=O)OC)[C@H]2C(=O)N(C)C(=O)[C@@H]12)S(=O)(=O)c1ccc(C(F)(F)F)cc1 | 0% | -1% | 2% | -8% | 11% | -9%[9.22 µM] | -25% | 0% | 6
CC(C)NCc1cccc([N+](=O)[O-])c1 | -6% | -6% | -13% | -9% | 15% | -2% | -5% | 20% | 8
Cc1sc2ncn(CC(=O)NCc3ccccn3)c(=O)c2c1S(=O)(=O)N1CCOCC1 | -1% | 1% | -5% | 0% | 18% | -6% | -5% | 16% | 6
O=[N+]([O-])/C=C\c1ccc(N2CCOCC2)cc1 | ? | 16% | -4% | ? | 21µM* | 15µM* | ? | 15µM* | -80*
Cc1cc([N+](=O)[O-])c2[nH]c(C(=O)N/N=C/c3ccccc3C(=O)O)c(-c3ccccc3)c2c1 | 4.1µM* | ? | ? | -15% | 13% | ? | -6% | 11% | 16
Cc1cc(C(C)(C)C)cc(S(=O)(=O)Nc2ccc(C(=O)O)cc2)c1C | 3% | 13% | 3% | 3% | 0% | -2% | -1% | -13% | 0
COc1cc(/C=C/C(=O)OCC(=O)Nc2nnc(-c3ccccc3)o2)cc(OC)c1OC | 12µM* | ? | 10% | 2% | 2% | -4% | 9% | -7% | -7
CN(C)S(=O)(=O)N1CCC(Oc2ccc(C(=O)NCCc3cscn3)cc2)CC1 | 7% | 1% | -29% | 5% | 5% | 0% | 22% | 11% | -9
O=C(CCCOc1ccccc1)OCn1nnc2ccccc2c1=O | 6% | -8% | -5% | . | -1% | -55%[inhibitor] | 5% | 10% | 12
N#C/C(=C\c1cccc([N+](=O)[O-])c1)C(=O)NCC1CCCO1 (configuration not stated) | 1% | 3% | 2% | -18% | -5% | -12% | 16% | -4% | -6
CCCCN(C)C(=O)C(Cc1ccccc1)NS(=O)(=O)c1ccc2c(c1)CCC(=O)N2 (configuration not stated) | 6% | 12% | -3% | 6% | 6% | 4% | 7% | -1% | 6
Cc1ccc(NC(=O)c2c(C(=O)Nc3ccccc3)sc3nc(C)cc(=O)n23)cc1 | -25%&-10% | -3% | 7% | 3%&8% | 1% | -8% | 4%&-1% | -6% | 12
Cc1nc2ccccc2c(-c2ccccc2)c1CC(=O)O | -7% | -3% | 6% | 4% | 20% | -3% | 10% | 26% | 7
CCOC(=O)c1[nH]cnc1C(=O)Nc1ccccn1 | -8% | ? | -20% | -21% | -14% | 23% | -12% | 23% | -64*
Cc1ccc2nc(SCC(=O)Nc3ccc(Cl)cc3)nc(=O)n2c1 | -13% | 2% | -6% | 9% | 18% | -7% | -7% | 14% | -23
